D2 PAM = HTS Assay for Positive Allosteric Modulators of the Human D2 Dopamine Receptor: Primary Screen for Potentiators. actives 0.34% (n = 340,000). potentiation, % at 10 µM. D(2) dopamine receptor (Homo sapiens), P14416. HEK293 T-REx D2, calcium flux, EC20 dopamine potentiation;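 active = potentiation over 3 SD above the plate norm, cut at about 30% in these data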; note: 0% is about no effect
Target sequence (P14416 whole entry, looked up): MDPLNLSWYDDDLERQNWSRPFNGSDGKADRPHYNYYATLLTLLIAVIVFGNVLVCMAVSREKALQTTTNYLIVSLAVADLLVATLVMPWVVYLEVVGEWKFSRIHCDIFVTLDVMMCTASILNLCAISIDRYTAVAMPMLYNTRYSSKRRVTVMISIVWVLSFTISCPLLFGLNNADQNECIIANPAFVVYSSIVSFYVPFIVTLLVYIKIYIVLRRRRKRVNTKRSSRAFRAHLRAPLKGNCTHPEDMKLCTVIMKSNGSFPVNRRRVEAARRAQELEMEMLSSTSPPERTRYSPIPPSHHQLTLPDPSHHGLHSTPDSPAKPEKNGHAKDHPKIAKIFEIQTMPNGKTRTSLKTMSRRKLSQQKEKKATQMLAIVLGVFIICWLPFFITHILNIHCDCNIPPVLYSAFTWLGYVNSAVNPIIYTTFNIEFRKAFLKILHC
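Tetracycline-induced HEK293 T-REx cells force-coupled to calcium signalling expressed D2; compounds were pin-added after a 10 s baseline, read kinetically 180 s, then an EC20 dopamine challenge followed with a further 180 s calcium read.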
D1 PAM = Potentiators of Human D1 Dopamine Receptor: qHTS; potentiation, % at 10 µM; HEK293 TREx D1 cells, calcium flux, dopamine EC20 potentiation; D(1A) dopamine receptor (Homo sapiens), P21728; actives 0.036% (n = 360,000); in the data active = potentiation above about 30%; note: 0% is about no effect
Target sequence (P21728 whole entry, looked up): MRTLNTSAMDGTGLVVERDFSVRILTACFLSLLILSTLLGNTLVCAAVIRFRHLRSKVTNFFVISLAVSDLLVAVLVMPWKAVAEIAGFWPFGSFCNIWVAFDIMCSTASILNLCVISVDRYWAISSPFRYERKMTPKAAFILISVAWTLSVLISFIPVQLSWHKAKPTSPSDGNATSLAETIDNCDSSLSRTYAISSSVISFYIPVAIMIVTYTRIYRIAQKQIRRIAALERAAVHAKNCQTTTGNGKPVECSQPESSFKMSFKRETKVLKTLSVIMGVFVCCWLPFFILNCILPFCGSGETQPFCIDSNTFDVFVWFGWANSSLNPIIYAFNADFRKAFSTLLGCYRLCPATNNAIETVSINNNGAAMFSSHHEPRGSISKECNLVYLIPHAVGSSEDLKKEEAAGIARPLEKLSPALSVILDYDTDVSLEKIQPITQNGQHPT
RXFP1 antagonist = qHTS Assay for Antagonists of the Relaxin Receptor RXFP1; HEK293-RXFP1, relaxin-stimulated cAMP HTRF, 30 min; active compounds read low; AID 1259400, 2018; Relaxin receptor 1 (Homo sapiens), Q9HBX9; actives 0.59% (n = 350,000); activity change, negative = inhibition, % at 57.5 µM;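 active = activity change of -60% or lower, but not beyond a set lower limit; inconclusive = change between -60% and -40%, or beyond the set limit; inactive = change above -40%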; note: % is set by controls: 0 for no effect and ±100 for the full control effect
TRHR ag = qHTS for Small Molecule Agonists and Allosteric Enhancers of Human TRH Receptor: Primary Screen for Agonists; TRHR cells, calcium flux fluo-8, FDSS agonist mode; activation, % at 2 µM; actives 0.18% (n = 360,000); AID 493084, 2011; in the data active = activation above about 30%; note: 0% is about no effect
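TRHR-expressing cells, plated overnight in medium with 10% serum, were loaded with fluo-8 calcium dye at room temperature. After a 10 s baseline, library compound was pin-added and calcium release was recorded kinetically (ex 480/em 530) as agonist response.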
D1 antag = Antagonist of Human D 1 Dopamine Receptor: qHTS | D(1A) dopamine receptor (Homo sapiens), P21728 | HEK293 TREx D1 cells, calcium flux, dopamine EC80; active compounds read low | activity change, negative = inhibition, % at 10 µM | actives 3.2% (n = 360,000); in the data active = activity change below about -30%; note: % is set by controls: 0 for no effect and ±100 for the full control effect
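Using tetracycline-induced force-coupled D1 Hek293 cells and a calcium dye, signals were followed for 180 s after compound, then for 180 s after EC80 dopamine, to detect inhibitors.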
Apoferritin bind = qHTS Assay for Identification of Novel General Anesthetics; Ferritin light chain (Equus caballus), P02791; apoferritin/1-aminoanthracene competitive binding, fluorescence; Potency, µM (titrated, usually from 77.5 µM), for the others: at the top dose activity change, negative = displacement, most hits filed as inhibitors; actives 0.074% (n = 350,000); note: potency is the fitted concentration of half-maximal effect; % is set by controls: 0 for no effect and ±100 for the full control effect; nearly all actives have a fitted effect of over 20% in size
Target sequence (P02791 2-175 limits assumed): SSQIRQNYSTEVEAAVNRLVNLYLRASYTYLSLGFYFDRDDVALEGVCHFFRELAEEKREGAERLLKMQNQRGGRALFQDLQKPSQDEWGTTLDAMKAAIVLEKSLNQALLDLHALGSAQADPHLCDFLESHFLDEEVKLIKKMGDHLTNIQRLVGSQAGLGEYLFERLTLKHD
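Concentration-response curves derived by four-parameter Hill fitting of normalized fluorescence, where compounds displaced 1-AMA from 10 uM horse apoferritin following a brief 10 min room-temperature incubation; propofol titration acted as positive control.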
TRHR PAM = qHTS for Small Molecule Agonists and Allosteric Enhancers of Human TRH Receptor: Primary Screen for Enhancers; Thyrotropin-releasing hormone receptor (Homo sapiens), P34981; TRHR cells, fluo-8 calcium fluorescence, EC20 TRH enhancement; actives 0.66% (n = 360,000); enhancement, % at 2 µM; in the data active = enhancement above about 30%; note: 0% is about no effect
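TRHR-expressing cells loaded with fluo-8 calcium dye were read kinetically (ex 480/em 530) during compound addition, then stimulated with an EC20 of TRH (10 nM final). Enhancement of the Gq-mediated intracellular calcium response was scored.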
D1 ag = Allosteric Agonists of the Human D1 Dopamine Receptor: qHTS | actives 1% (n = 360,000) | activation, % at 2 µM | HEK293 T-REx D1 cells, calcium flux, agonist mode | AID 504660, 2011; in the data active = activation above about 30%; note: 0% is about no effect
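Inducible HEK293 T-REx D1 cells, force-coupled to calcium signalling, were plated at 4000 cells/well with tetracycline and held overnight at 30 C. After no-wash calcium dye loading, compound-evoked calcium rise over 180 s flagged agonists.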
RXFP1 agonist = qHTS Assay for Agonists of the Relaxin Receptor RXFP1; Relaxin receptor 1 (Homo sapiens), Q9HBX9; actives 0.3% (n = 370,000); HEK293T-RXFP1 cAMP TR-FRET, 30 min; response scale: percent of porcine relaxin response, buffer zero; Potency, µM (titrated, usually from 57.5 µM), for the others: at the top dose activation, actives largely listed as activators; note: potency is the fitted concentration of half-maximal effect; % is set by controls: 0 for no effect and ±100 for the full control effect; nearly all actives have a fitted effect of over 60% in size; many of its hits are not listed in these tables
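HEK293 cells stably expressing RXFP1, treated 30 min at 37C with compounds plus PDE4 inhibitor Ro 20174; cAMP measured by HTRF TR-FRET. Normalized to buffer and 29 nM porcine relaxin; EC50 by Hill fit.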
* = called active by the depositor; ? = inconclusive; / = not tested or not shown; & = joins results of further samples; [ ] = remark or other dose. Unless noted, calls come from the whole dose curve; as a rule, active = well fitted curve in the direction sought with a large enough effect; inconclusive = small, poorly fitted or top-dose-only effect, or another doubt; inactive = no such curve, though single readings can be large; an effect the other way counts as inactive or inconclusive. This is a subset; rates above refer to the full screens.

SMILES | D2 PAM | D1 PAM | RXFP1 antagonist | TRHR ag | D1 antag | Apoferritin bind | TRHR PAM | D1 ag | RXFP1 agonist
Cc1cc2n(n1)SC(Nc1ccccc1)N2 (stereo not drawn) | 8 | -7 | 6 | -0.1 | 6 | -8% | 22 | 1 | 1.7%
CC(C)(C)NC(=O)C(c1cccnc1)N(C(=O)c1csnn1)c1ccccc1 (stereo not drawn) | 4 | -9 | -7 | 0.6 | 15 | -1% | 1 | 2 | -0.8%
CCC(C)(C)NC(=O)C1CCN(S(=O)(=O)c2ccc3c(c2)CCCN3C(C)=O)CC1 | -5 | -4 | -4 | 0.1 | -6 | 10% | -2 | -1 | -0.8%
CCCNC(=O)N1CCCC(C(=O)c2cccc(Cl)c2)C1 (stereo not drawn) | 0 | -2 | 4 | -1.8 | -1 | -11% | 0 | 2 | -1.6%
O=C(NC1CCCCC1)NC1CCN(S(=O)(=O)Cc2ccccc2)CC1 | -2 | -2 | -3 | 0.6 | -5 | 1% | 4 | -2 | -0.4%
CCOC(=O)/C(C#N)=C/c1cc2ccc(C)cc2nc1Cl | -14 | -12 | 27 | 1.3 | -21 | 3% | -6 | 0 | 5.6%
CC(C)c1ccc(-c2nnn(CC(=O)N3CCCCC3)n2)cc1 | -5 | -8 | 0 | 0.9 | 9 | -11% | -2 | 2 | -0.9%
COc1ccccc1C(=O)NNC(=O)c1ccc(Br)cc1 | 3 | -6 | -14 | 0.0 | 12 | -1% | 4 | -2 | -2.9%
Fc1ccc(COc2ccccc2C(=S)N2CCCC2)cc1 | 1 | -4 | -10 | -0.3 | -2 | -8% | -2 | -1 | -0.1%
CCCc1nnc(NC(=O)c2ccc(N3C(=O)C4C5C=CC(C5)C4C3=O)cc2)s1 (stereo not drawn) | 1 | -5 | 1 | 0.4 | -8 | ? | 2 | 1 | 0.4%
O=C(Nc1nc(-c2cccc([N+](=O)[O-])c2)cs1)c1cccc([N+](=O)[O-])c1C(=O)O | 6 | -1 | 17 | -0.1 | -7 | -19% | -2 | 0 | 1.5%
CC1CCN(c2csc3ccc(F)cc3c2=O)CC1 | 11 | -1 | 0 | 0.4 | 12 | 32%[activator] | 8 | 3 | -0.3%
COc1ccc(C)cc1NC(=O)CSc1ccc(-c2cccnc2)nn1 | 0 | -4 | -3 | -0.7 | -12 | -13% | -2 | 3 | 2.4%
Cc1ccccc1CS(=O)(=O)Cc1ccc(C(=O)N2CCOCC2)o1 | 12 | -7 | -8 | 1.2 | -3 | -6% | 2 | 1 | 1.4%
Cc1ccc(NS(=O)(=O)c2cc(C(=O)N3CCN(CCO)CC3)ccc2C)cc1 | -9 | 8 | 4 | 0.3 | -24 | / | 10 | -1 | -0.2%
C=CCn1cnnc1SCC(=O)NCC1COc2ccccc2O1 (stereo not drawn) | -7 | 0 | 10 | 0.0 | -19 | / | -2 | 2 | 0.3%
CCn1cc(CNC(=O)c2cc(-c3cc(OC)ccc3OC)nc3ccccc23)c(C)n1 | 4 | -1 | 2 | -0.1 | 9 | -9% | 7 | 0 | -0.5%
COc1ccc(N2CCCC2)c(NC(=O)c2ccc(Br)o2)c1 | / | -3 | 6 | 1.2 | -9 | -7% | 4 | 0 | 2.6%
Cc1ccc(C(=O)CCC(=O)Nc2ccc(C)cn2)cc1 | -8 | -1 | 4 | -0.6 | 9 | / | 1 | -2 | -2.0%
O=C(CSc1ccc(-c2ccco2)nn1)NCc1ccc2c(c1)OCO2 | 1 | 1 | 17 | -0.1 | 12 | -7% | -4 | -2 | ?
O=C(NC1CC(=O)N(c2cccc(F)c2)C1)c1cccs1 (stereo not drawn) | 3 | 0 | -12 | 0.2 | / | -2% | -6 | 0 | 2.6%
O=C(O)c1ccccc1N/C=C\[N+](=O)[O-] | 19 | -7 | 1 | 0.2 | -6 | -6% | 2 | 3 | 0.1%
Cc1ccccc1NC(=O)Cn1nnc(C(=O)NCc2ccco2)c1N | 0&-3 | -1&1 | -8 | -0.3&0.4 | 6&-11 | -8%&-7% | 0&2 | 1&2 | 1.5%&-0.5%
CCNC(=O)CC1C(=O)N(c2ccccc2)C(=O)N1Cc1ccc(F)cc1 (stereo not drawn) | 2 | -3 | / | 0.4 | -6 | 5% | 0 | 0 | 0.8%
Cc1ccc(C(=O)OCC(=O)c2ccc(Cl)s2)s1 | 2 | -11 | -18 | 0.3 | -30 | -14% | 2 | 7 | 4.5%
Cc1nc(Nc2ccc(S(N)(=O)=O)cc2)sc1-c1ccccc1 | 10 | -4 | -9 | -0.1 | -1 | -21% | -8 | 3 | 0.6%
CCN(CC)S(=O)(=O)c1ccc(C(=O)N2CC(=O)Nc3ccc(F)cc3C2c2ccccc2)cc1 (stereo not drawn) | 2 | 1 | -11 | 0.5 | 2 | -6% | -24 | 0 | -1.2%
CCOC(=O)N1CCC(NS(=O)(=O)c2ccccc2)CC1 | 5 | -3 | 5 | -0.7 | 7 | -8% | -1 | 7 | 2.6%
Cc1ccc(NC(=O)c2ccc(S(=O)(=O)NCc3cccnc3)cc2)c(C)c1 | -6 | -6 | 16 | 0.1 | -8 | 6% | -1 | 6 | 0.1%
CCOC(=O)Cn1c(=O)n(C2CCCCC2)c2nc(-c3c(F)cccc3Cl)nc(C(N)=O)c21 | 0 | -1 | / | -0.2 | 1 | ? | 6 | 5 | -0.7%
CCCCOc1ccc(-c2ncc(Cl)cn2)cc1 | -2 | 3 | -25 | 0.7 | 2 | -1% | -2 | 4 | 0.0%
Cc1cc(C)c(NC(=O)C2CCCN2CCO)c(C)c1 (stereo not drawn) | / | -2 | -14 | 1.6 | 13 | -10% | -2 | 1 | 0.6%
COc1ccccc1NS(=O)(=O)c1ccc2oc(SC3CCOC3=O)nc2c1 (stereo not drawn) | 14 | 3 | -20 | -1.0 | -2 | ? | -1 | 3 | -2.8%
Cc1ccc(S(=O)(=O)N2CCN(C(=O)c3n[nH]c4ccccc34)CC2)cc1 | -10 | -4 | -2 | 0.0 | -11 | / | 3 | 1 | 1.4%
CN(C)c1ccc(C(CNC(=O)c2ccc(-c3ccccc3)cc2)N2CCOCC2)cc1 (stereo not drawn) | -6 | 1 | / | -0.2 | -11 | / | 6 | 1 | 1.8%
O=C(NCCCCc1ccccc1)c1nn(-c2ccccc2)nc1CO | 2 | -3 | -69* | -1.3 | -19 | 6% | -2 | 3 | 0.1%
CCOc1ccc(CCNC(=O)COC(=O)c2cccnc2Cl)cc1OCC | -9 | -6 | -10 | 0.8 | -3 | / | 5 | 0 | 1.4%
CCn1cc(C(=O)NCCc2ccc(OC)c(OC)c2)c(=O)c2cc(S(=O)(=O)N3CCC(C)CC3)ccc21 | 15 | 4 | / | 0.6 | -7 | ? | -9 | 2 | 2.8%
C/C(N)=C(/C#N)C(=O)COC(=O)c1cc(S(=O)(=O)N2CCCCC2)ccc1C | 2 | -2 | -7 | -0.1 | -7 | -7% | 1 | 6 | 7.2%
Cc1ccc(NC(=O)C2(c3ccc([N+](=O)[O-])cc3)CCCC2)cc1 | -1 | 5 | -23 | 4.7 | 3 | -9% | 33* | 23 | 0.2%
Cc1cc(C)nc(NC(=O)c2ccccc2O)n1 | 16 | -1 | 5 | 1.2 | 3 | 19% | -1 | 3 | 6.3%
NC1=NC(=O)CC(C(=O)NCCc2ccccc2)S1 (stereo not drawn) | -5 | -3 | 6 | -0.3 | 1 | -6% | 14 | -1 | -0.4%
CCC(C(=O)Nc1nnc(-c2ccco2)s1)c1ccccc1 (stereo not drawn) | 2 | 1 | 2 | 0.4 | 37 | ? | 4 | 2 | 3.8%
Cc1cccc(NC(=O)Nc2ccc(S(N)(=O)=O)cc2)c1 | -22 | -5 | -18 | 1.0 | 1 | -11% | -1 | 1 | -4.1%
Nc1c(N(CCC2=CCCCC2)C(=O)COc2ccc(F)cc2)c(=O)[nH]c(=O)n1Cc1ccccc1 | -9 | -4 | -6 | 1.8 | 10 | / | -3 | 9 | 1.2%
CCCCCCCN1C(Nc2ccccc2)=NC[C@@H]1CC(C)C | -2 | -3 | / | 2.9 | -3 | -12% | 2 | 28 | 3.1%
CCC1Oc2ccc(C)cc2N(CC(=O)N(Cc2ccc(C)o2)C2CCCC2)C1=O (stereo not drawn) | 12 | 0 | -29 | 2.6 | -3 | -5% | -13 | 8 | -0.3%
CC1CCN(c2cc(N3CCOCC3)c(F)cc2[N+](=O)[O-])CC1 | / | -3 | -10 | 1.6 | 6 | ? | -1 | 0 | -1.3%
Cc1ccc(C)c(OCCN2C(=O)NC3(CCc4ccccc4C3)C2=O)c1 (stereo not drawn) | -3 | 10 | -12 | 0.9 | 2 | -5% | -5 | -1 | -0.4%
COCCCN1C(=O)c2ccc(C(=O)Nc3ccc(C)cc3C)cc2C1=O | 4 | -2 | 4 | 0.3 | 17 | 8% | -1 | 2 | 1.3%

Quoted at random: 4 records from the list.
SMILES | D2 PAM | D1 PAM | RXFP1 antagonist | TRHR ag | D1 antag | Apoferritin bind | TRHR PAM | D1 ag | RXFP1 agonist
NC1=NC(=O)CC(C(=O)NCCc2ccccc2)S1 (stereo not drawn) | -5 | -3 | 6 | -0.3 | 1 | -6% | 14 | -1 | -0.4%
Cc1cc(C)nc(NC(=O)c2ccccc2O)n1 | 16 | -1 | 5 | 1.2 | 3 | 19% | -1 | 3 | 6.3%
Cc1ccc(C)c(OCCN2C(=O)NC3(CCc4ccccc4C3)C2=O)c1 (stereo not drawn) | -3 | 10 | -12 | 0.9 | 2 | -5% | -5 | -1 | -0.4%
CCOc1ccc(CCNC(=O)COC(=O)c2cccnc2Cl)cc1OCC | -9 | -6 | -10 | 0.8 | -3 | / | 5 | 0 | 1.4%

High-throughput results: PubChem BioAssay, National Center for Advancing Translational Sciences (NCATS)
